High-throughput results deposited in PubChem BioAssay by National Center for Advancing Translational Sciences (NCATS).
S3 lipid droplet – qHTS Assay for Lipid Storage Modulators in Drosophila S3 Cells. Drosophila S3 cells, BODIPY lipid droplet fluorescence, 18-24 h; cells fed with added oleic acid. lipid storage change, negative = inhibition, % at the top dose, mostly 46.1 µM; hits show Potency in µM. actives 0.64% (n = 320,000); active means well fitted inhibition curve with a large enough effect in the signal ratio, with a control signal flat, not every such curve was filed as active; inconclusive means small, poorly fitted or top-dose-only effect, or effect the other way, or a change in a side signal; the % refers to the signal ratio
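Drosophila S3 cells got compounds at several concentrations plus oleic acid (400 uM solution). Laser-scanning cytometry with 488 nm excitation read lipid droplets at 500-530 nm and cells at 575-640 nm. Percent activity was relative to 20 uM Triacsin C.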
S3 lipid droplet cell count max – recorded beside S3 lipid droplet, whose call it bears; cell number change, %; measured here: cell count max response;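 cells counted by Cell Tracker Red CMTPX staining in the red channel; peak over a dose series mostly up to 46.1 µM; percent activity relative to internal control wells on each plate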
* hit, by the source's call; i = inactive; ? = inconclusive; nt = not tested or not shown; [ ] = remark or other dose. On the % scale 0 is the no-effect control and ±100 the full control effect; potency means the concentration at half of the fitted maximal effect. Only part of the results is shown, so the mix of outcomes need not match the whole.

| S3 lipid droplet | S3 lipid droplet cell count max | Molecule |
| --- | --- | --- |
| -1% | 1 | Cc1cc(Cl)ccc1C(=O)C1CCCN(C(=O)/C=C/c2cnn(C)c2)C1 (configuration not stated) |
| -1% | -1 | CCCn1c(CCC(=O)O)ccc1-c1ccc(F)cc1 |
| ? | nt | COc1ccc(-n2nc3cc(C)c(NC(=O)C(C)C)cc3n2)cc1 |
| ? | nt | CCN1CCCC1CNC(=O)c1ccc(N2CCCC2=O)cc1 (configuration not stated) |
| ? | nt | O=C(Nc1ccc(F)c(F)c1)C1CCCN1S(=O)(=O)c1ccc(F)cc1 (configuration not stated) |
| i | nt | CC(C)C(NC(=O)c1ccc(C(C)(C)C)cc1)C(=O)NC1=NCCS1 (configuration not stated) |
| 11% | 16 | CN(CCOc1ccccc1)Cc1nc2cc(Cl)ccc2c(=O)[nH]1 |
| ? | nt | COc1ccc(NC(=S)NC(C)Cc2cccs2)cc1 (configuration not stated) |
| ? | nt | Cn1c(SCC(=O)N2CCOCC2)nnc1-c1ccc2ncccc2c1 |
| 4% | 0 | CC1Cc2cc(C3(O)C(=O)c4ccccc4C3=O)ccc2N1 (configuration not stated) |
| i | 19 | CCNNC(=O)C(O)(Cc1ccccc1)Cc1ccccc1 |
| -7% | 5 | COc1ccccc1-n1c(=O)c2c3c(sc2n2c(=S)[nH]nc12)CCC3 |
| 5% | nt | O=C(O)CC(NC(=O)c1cccc([N+](=O)[O-])c1)c1ccc2c(c1)OCO2 (configuration not stated) |
| ? | nt | COc1cc(C(=O)CSc2nccn2C)cc(OC)c1OC |
| ? | nt | CCN(CC)S(=O)(=O)c1ccc2oc(C(=O)NCc3ccc(C)cc3)c(C)c2c1 |
| 16% | 5 | COc1ccc(CN(C)CC(=O)Nc2ccc(Cl)cc2F)c(OC)c1 |

An excerpt from above in order of molar mass, low to high.
| S3 lipid droplet | S3 lipid droplet cell count max | Molecule |
| --- | --- | --- |
| i | 19 | CCNNC(=O)C(O)(Cc1ccccc1)Cc1ccccc1 |
| ? | nt | COc1cc(C(=O)CSc2nccn2C)cc(OC)c1OC |
| ? | nt | CCN(CC)S(=O)(=O)c1ccc2oc(C(=O)NCc3ccc(C)cc3)c(C)c2c1 |

New compounds follow:
| S3 lipid droplet | S3 lipid droplet cell count max | Molecule |
| --- | --- | --- |
| -8% | 1 | Cc1ccc(-c2nnc(SCC(=O)N(CC(C)C)c3c(N)n(Cc4ccccc4)c(=O)[nH]c3=O)n2N)cc1 |
| ? | nt | O=c1[nH]ncc(NCc2ccc(Cl)cc2)c1Cl |
| i | 18 | O=C(c1cnc(Cl)c(Cl)c1)N1CCN(S(=O)(=O)c2ccc(F)cc2)CC1 |
| -9% | -13 | O=C(CCc1ccccc1)NC(NC(=S)Nc1cccc(Cl)c1)C(Cl)(Cl)Cl (configuration not stated) |
| ? | nt | O=C(Cc1ccc(Br)cc1)c1ccc(O)cc1O |
| ? | nt | O=C1Nc2ccc([N+](=O)[O-])cc2OC1CCN1CCN(Cc2ccc3c(c2)OCO3)CC1 (configuration not stated) |
| ? | nt | O=C(NC1CCCCC1)C(c1ccc(O)cc1)N(CC1CCCO1)C(=O)C1COc2ccccc2O1 (configuration not stated) |
| -5% | 0 | O=[N+]([O-])c1ccc2c(c1)c1ccccc1n2CCO |
| ? | nt | CC(C)CCN(C(=O)CNC(=O)c1cccs1)C(C(=O)NC1CCCCC1)c1cccnc1 (configuration not stated) |
| ? | nt | COc1ccc(-c2nc(CS(=O)CC(=O)NCc3ccco3)c(C)o2)cc1 (configuration not stated) |
| 21µM* | -16* | COC(=O)c1cc(-c2ccc(Br)cc2)c2c(=O)n(C)c(=O)n(C)c2n1 |
| ? | nt | COc1ccc(C(=O)COC(=O)CCNS(=O)(=O)c2ccc(NC(C)=O)cc2)c(OC)c1 |
| i | -19 | Cc1nc2c3ccccc3nc(NNC(=O)CCC(=O)N3CCC(C)CC3)n2n1 |
| -6%[9.22 µM] | -2 | CC1CCCCC1NC(=O)CSc1ccsc1[N+](=O)[O-] (configuration not stated) |
| -2% | -8 | COc1ccc(CCNC(=O)C(C(=O)c2ccccc2)n2cc(Cl)ccc2=O)cc1OC (configuration not stated) |
| ? | nt | CCCCOC(=O)CCCc1ccc([N+](=O)[O-])cc1[N+](=O)[O-] |
| 4% | -25 | CC(C)CN1CCNC(=O)C1CC(=O)NCCCN1CCCc2ccccc21 (configuration not stated) |
| -4% | -24 | S=C(NCCc1ccccc1)N1CCn2cccc2C1c1cccnc1 (configuration not stated) |
| ? | nt | CCCCNC(=O)C(=O)N/N=C/c1cccc(Br)c1 |
| ? | nt | Cc1cc2c(cc1S(=O)(=O)NCCc1ccc(Cl)cc1)OCC(=O)N2 |
| ? | nt | COC(=O)c1cn(-c2nc(C)c3c(n2)CCC3)nn1 |
| 7% | 0 | COc1cc(C2=NOC(C(=O)Nc3ccc4c(c3)OCO4)C2)cc(OC)c1OC (configuration not stated) |
| ? | nt | COc1ccc(N2C(=O)CC2(/C=C/c2ccccc2OC)C(=O)NC2CCCC2)cc1 (configuration not stated) |
| ? | nt | Cc1ccccc1CSc1nnc(-c2cccnc2)n1N |
| 240% | 28 | CS(=O)(=O)N(Cc1cccc(CN(C(C(=O)O)c2ccccc2)S(C)(=O)=O)c1)C(C(=O)O)c1ccccc1 (configuration not stated) |
| ? | nt | CC1CCC2(CC1)NC(=O)N(CC(=O)NC(C)c1ccc(F)c(F)c1)C2=O (configuration not stated) |
| i | 28 | O=C(NCCCN1CCOCC1)c1cc2ccccc2o1 |
| 23% | 14 | O=C(Nc1ccccc1)NC1CCN(Cc2nnnn2C2CCCCC2)CC1 |
| -6% | -15 | Cc1ccc(NC(=O)CN(C)S(=O)(=O)c2cccc3nsnc23)cc1C |
| ? | nt | Cc1cc(C)n2nc3nc(N4CCCC4)nc(-c4ccccc4)c3c2n1 |
| -2% | 7 | CCOCCCNC(=S)Nc1cc(OCC)c(NC(=O)c2ccco2)cc1OCC |
| -6% | -15 | COc1cc(Cn2cnnn2)ccc1O |
| -4% | -20 | COc1ccc(NC(=O)CSc2ccc3nnc(-c4ccccn4)n3n2)cc1OC |
| ? | nt | CCN(CC(=O)Nc1ccc(NC(C)=O)cc1)C(=O)c1cc(C)on1 |
| ? | nt | O=[N+]([O-])c1ccccc1Nc1c2ccccc2nc2ccccc12 |
| 4% | -7 | COc1ccccc1NC(=O)c1ccc(NC2=NC3CS(=O)(=O)CC3S2)cc1 (configuration not stated) |
| ? | nt | Cn1c(=O)c2cc(S(=O)(=O)N3CCC(c4ccccc4)CC3)ccc2n(C)c1=O |
| 15% | -15 | COc1ccccc1CCc1nnc(CCC(=O)N(C)Cc2cccc3ncccc23)o1 |
| 6% | 17 | COc1ccc(C2=NC(=O)/C(=C\c3cc(OC)c(OC)c(OC)c3)O2)cc1 |
| -2% | nt | O=C(Nc1cccc([N+](=O)[O-])c1)c1ccc2nc(N3C(=O)CCC3=O)sc2c1 |

An excerpt from above in order of the S3 lipid droplet cell count max value, smallest number first:
| S3 lipid droplet | S3 lipid droplet cell count max | Molecule |
| --- | --- | --- |
| -6% | -15 | COc1cc(Cn2cnnn2)ccc1O |
| -2% | -8 | COc1ccc(CCNC(=O)C(C(=O)c2ccccc2)n2cc(Cl)ccc2=O)cc1OC (configuration not stated) |
| -1% | -1 | CCCn1c(CCC(=O)O)ccc1-c1ccc(F)cc1 |
| 7% | 0 | COc1cc(C2=NOC(C(=O)Nc3ccc4c(c3)OCO4)C2)cc(OC)c1OC (configuration not stated) |
| i | 18 | O=C(c1cnc(Cl)c(Cl)c1)N1CCN(S(=O)(=O)c2ccc(F)cc2)CC1 |
| 240% | 28 | CS(=O)(=O)N(Cc1cccc(CN(C(C(=O)O)c2ccccc2)S(C)(=O)=O)c1)C(C(=O)O)c1ccccc1 (configuration not stated) |

The list goes on.
| S3 lipid droplet | S3 lipid droplet cell count max | Molecule |
| --- | --- | --- |
| ? | nt | O=C(O)CC/C(=C\c1ccc(N2CCCC2)c([N+](=O)[O-])c1)c1nc2ccccc2s1 |
| ? | nt | Cc1ccc2c(c1)c1c(n2CC(O)CNC2CCCC2)CCCC1 (configuration not stated) |
| ? | nt | NC(=O)c1ccc(-c2noc(-c3cccc(Cl)c3)n2)cc1 |
| ? | nt | O=[N+]([O-])c1ccc(C2CCCC/C2=N\OCc2cccc(F)c2)c([N+](=O)[O-])c1 (configuration not stated) |
| 5% | -8 | O=C1Nc2cc(Cl)cnc2N2CCCC12 (configuration not stated) |
| 14% | 9 | CC1(C)CC(=O)C2=C(C1)NC1=C(C(=O)c3ccccc31)C2c1cc([N+](=O)[O-])ccc1O (configuration not stated) |
| ? | nt | O=C(c1cccc2ccccc12)C1CCCN(C(=O)c2ccc(N3CCOCC3)cc2)C1 (configuration not stated) |
| -2% | 1 | O=C(Nc1cccc(C(F)(F)F)c1)C(Sc1n[nH]c(=O)[nH]c1=O)c1ccccc1 (configuration not stated) |
| 43% | nt | CC(C)NC(=O)CSc1nc(N)c(-c2ccccc2)c(=O)[nH]1 |
| ? | nt | CSCC[C@H](NC(=O)[C@@H]1Cc2ccccc2CN1)C(=O)NC[C@H]1CC[C@H](C(=O)O)CC1 |
| i | nt | Cc1ccc(NC(=O)CSCC(=O)N(C)CCOc2ccc(Cl)cc2)cc1 |
| -6% | -5 | COC(=O)c1ccc(NC(=S)NCCc2ccccc2)cc1 |
| 15% | -11 | FC(F)(F)c1cc(Cl)c2nnc(-c3ccccn3)n2c1 |
| ? | nt | CCOc1ccc(NC(=S)Nc2ccc(OC)cc2)cc1 |
| 0% | -10 | CC(CCCC(C)(C)O)NC(=O)c1ccc(OC2CCN(C(=O)C3CC3)CC2)cc1 (configuration not stated) |
| ? | nt | CN(C)CCCN(CCCN(C)C)C(=S)Nc1ccc(S(=O)(=O)N2CCOCC2)cc1 |
| ? | nt | Cc1cc(C)n2nc(SCc3ccccc3F)nc2n1 |
| ? | nt | CC(C)CC(=O)Nc1ccccc1Oc1ccccc1 |
| -9% | -13 | COC(=O)CNC(=O)Cn1c(=O)n(Cc2ccc(F)cc2)c(=O)c2sccc21 |
| ? | nt | Cc1cn2c(=O)c(C(=O)NCc3ccc4c(c3)OCO4)cnc2s1 |
| ? | nt | CCSc1nnc(NC(=O)CSC2=NN3CCCC(=O)N=C3S2)s1 |
| -5% | -7 | O=C(CCSCCc1ccncc1)NCCCN1CCOCC1 |
| ? | nt | COc1ccccc1OCCCCN1CCN(C(c2ccccc2)c2ccccc2)CC1 |
| ? | nt | Oc1c(Cl)cccc1C=Nc1cc(C(F)(F)F)ccc1N1CCCC1 |
| ? | nt | Cc1ccc(S(=O)(=O)Nc2ccccc2F)cc1C(=O)N1CCCC1 |
| ? | nt | Cc1cccc(C(=O)NCCCNC(=O)c2cccc(C)c2)c1 |
| i | nt | Cc1c(C(=O)O)oc2ccc(S(=O)(=O)NCc3ccc4c(c3)OCO4)cc12 |
| ? | nt | CCCC1CCC(c2ccc(OCC)cc2)=CC1=O (configuration not stated) |
| ? | nt | Cc1nn(-c2ccccc2)c(C)c1C(=O)OCC(=O)Nc1ccccc1C(F)(F)F |
| ? | nt | Cc1nnc(NC(=O)CS(=O)(=O)Cc2ccccc2)s1 |
| ? | nt | O=C(NCC(=O)N1CCN(c2ccccc2O)CC1)c1ccc2c(c1)OCO2 |
| ? | nt | Cc1ccc2c(c1)C1CN(C)CCC1N2S(=O)(=O)c1cc(C(F)(F)F)ccc1Cl (configuration not stated) |
| -2% | -15 | O=C(c1cccs1)n1nc(-c2ccccc2)nc1NCc1ccco1 |
| i | nt | CCC(=O)Nc1cccc(-c2ccc(N3CCC(C)CC3)nn2)c1 |
| ? | nt | Cc1ccc(NC(=O)c2cnccn2)c(Br)c1 |
| ? | nt | CC(=O)c1cccc(OCC(=O)N2CCCc3ccccc32)c1 |
| ? | nt | C/C(=N\NC(=O)c1nnn(-c2nonc2N)c1-c1ccccc1)c1cccnc1 |
| ? | nt | CN(c1ccccc1)S(=O)(=O)c1ccc(Cl)nc1 |
| ? | nt | CCOC(=O)N1CCN(c2c(N3CCN(c4cccc(C)c4C)CC3)c(=O)c2=O)CC1 |
| ? | nt | CC(C)c1[nH]nc2c1C(C1C=CCCC1)C(C#N)=C(N)O2 (configuration not stated) |
| ? | nt | O=c1[nH]nc(Cc2ccc(-c3ccc(Cl)cc3)o2)c2ccccc12 |
| 9% | nt | COCCn1cc(C(=O)NCCN(C)C)c2c3ccccc3n(C)c2c1=O |
| -11% | -19 | CCOC(=O)c1nc(Nc2ccc(OC)cc2)c2ccccc2n1 |
| ? | nt | N#Cc1cc2c(nc1SCc1ccc(Cl)nc1)CCCCC2 |
| 3% | nt | CCn1c2ccccc2c2cc(N=C3SC(CC(=O)Nc4ccccc4OC)C(=O)N3C)ccc21 (configuration not stated) |
| -9% | -10 | O=C(Nc1ccccc1)Nc1nnc(-c2ccccc2)s1 |
| -1% | 10 | CCCCNC(=O)N(O)C1N(/N=C/c2cccs2)C(=S)SC1(C)C (configuration not stated) |
| i | -5 | COc1ccccc1C(=O)Nc1c2c(nn1-c1ccc([N+](=O)[O-])cc1)CS(=O)(=O)C2 |
| ? | nt | CC12COC3(C(=O)Nc4ccccc4)CC1CCC32C (configuration not stated) |
| 8% | -8 | COCCN(Cc1cc2cc(C)ccc2n2nnnc12)C(=S)Nc1ccc(C)cc1 |
| -26% | 1 | CC(C)(C)C(=O)Nc1ccc(C(=O)Nc2cc(NC(=O)c3ccc(NC(=O)C(C)(C)C)cc3)cc(C(=O)O)c2)cc1 |
| 5% | 5 | CCOC(=O)c1sc(-c2cccc(C(F)(F)F)c2)nc1O |
| ? | nt | CCOc1ccc(OCCCC(=O)O)cc1 |
| i | -3 | O=C(NCc1cccs1)C1CCCN(S(=O)(=O)c2cccs2)C1 (configuration not stated) |
